IDE exosite FP = exo-site inhibitors of human insulin-degrading enzyme; AID 1259349; P14735; z-score at 20 µM; 6.3% of 17,000 active; purified IDE, FL-6b probe fluorescence polarization; hits give low values;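 active = z-score of -3 or lower, meaning strong loss of probe binding signal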;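 note: His-tagged human IDE residues 42-1019 made in E. coli with 30 nM FL-6b probe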
Target sequence (P14735 42-1019 limits assumed): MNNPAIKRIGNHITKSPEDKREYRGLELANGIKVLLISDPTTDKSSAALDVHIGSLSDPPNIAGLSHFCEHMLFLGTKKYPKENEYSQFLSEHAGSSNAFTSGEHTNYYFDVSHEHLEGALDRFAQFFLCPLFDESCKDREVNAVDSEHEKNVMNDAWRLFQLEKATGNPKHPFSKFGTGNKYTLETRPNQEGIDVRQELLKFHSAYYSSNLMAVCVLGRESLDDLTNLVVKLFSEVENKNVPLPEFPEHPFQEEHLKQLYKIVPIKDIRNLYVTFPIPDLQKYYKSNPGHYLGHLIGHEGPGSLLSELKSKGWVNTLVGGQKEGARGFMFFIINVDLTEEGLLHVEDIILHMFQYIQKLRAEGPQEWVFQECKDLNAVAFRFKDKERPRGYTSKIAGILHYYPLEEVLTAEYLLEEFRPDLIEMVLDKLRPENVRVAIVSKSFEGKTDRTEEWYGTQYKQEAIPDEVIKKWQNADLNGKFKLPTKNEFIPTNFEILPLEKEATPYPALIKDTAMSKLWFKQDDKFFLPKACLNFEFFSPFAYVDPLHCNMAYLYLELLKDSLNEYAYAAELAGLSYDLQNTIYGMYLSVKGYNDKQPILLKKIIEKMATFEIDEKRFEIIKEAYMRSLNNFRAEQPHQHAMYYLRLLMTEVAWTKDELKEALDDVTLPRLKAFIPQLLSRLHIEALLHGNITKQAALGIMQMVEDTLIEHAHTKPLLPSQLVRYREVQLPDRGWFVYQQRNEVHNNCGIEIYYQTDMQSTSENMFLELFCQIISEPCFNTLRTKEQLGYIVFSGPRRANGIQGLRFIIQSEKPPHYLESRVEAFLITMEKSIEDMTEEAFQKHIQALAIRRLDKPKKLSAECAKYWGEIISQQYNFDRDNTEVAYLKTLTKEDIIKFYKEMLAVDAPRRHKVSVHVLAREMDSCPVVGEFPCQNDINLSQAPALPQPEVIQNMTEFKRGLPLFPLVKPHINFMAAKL
* marks the source's active call; other numbers are inactive results; & = joins results of further samples.

SMILES	IDE exosite FP
O=C(Nc1cccc(F)c1)N1CC(=O)N2[C@@H](CO)[C@H](c3ccc(C#CC4CC4)cc3)[C@@H]2C1	-0.57
CO[C@H]1CN(C)C(=O)c2cc(NS(C)(=O)=O)ccc2OC[C@H](C)N(Cc2cncnc2)C[C@H]1C	1.7
COCCNC(=O)C[C@@H]1CC[C@H]2[C@H](COc3ccc(NC(=O)Nc4cccc(F)c4)cc3C(=O)N2C)O1	-0.53
O=C(C[C@@H]1CC[C@H]2[C@@H](COC[C@@H](O)CN2C(=O)Nc2ccc(F)cc2)O1)NC1CCC1	-0.26
O=C(c1cccc(F)c1)N1CCCCN2[C@@H](CO)[C@@H](c3ccc(/C=C/c4ccccc4)cc3)[C@@H]2C1	2.4
CCc1cnc(N2[C@H](CO)[C@H](c3ccc(C4=CCCCC4)cc3)[C@@H]2C#N)s1	-0.59
CO[C@@H]1CN(C)C(=O)c2cc(NC(C)=O)ccc2OC[C@@H](C)N(Cc2ccncc2)C[C@@H]1C	0.27
O=C([C@@H]1[C@@H](CO)[C@@H]2Cn3c(cccc3=O)[C@H]1N2S(=O)(=O)c1ccccc1F)N1CCCCC1	-0.11
COc1ccc(CN(C)C[C@@H]2OCCCC[C@@H](C)Oc3ccc(NC(=O)C4CCCCC4)cc3C(=O)N([C@@H](C)CO)C[C@@H]2C)cc1	-0.57
N#Cc1cccc(-c2ccc(C3[C@H]4CNC[C@@H]3N4Cc3cccc(F)c3)cc2)c1 (some centres not stated)	1.7&1.7
O=C(C1CCCCC1)N1CC(=O)N2[C@@H](CO)[C@H](c3ccc(C#CCc4ccccc4)cc3)[C@@H]2C1	-1.4
O=C(C[C@@H]1CC[C@@H]2NC[C@@H](O)COC[C@H]2O1)NC1Cc2ccccc2C1	0.5
CC(C)CC#Cc1ccc([C@H]2[C@@H](CO)N3C(=O)CN(S(C)(=O)=O)C[C@@H]23)cc1	1.2
N#C[C@@H]1[C@H](c2ccccc2)[C@H](CO)N1C(=O)CCN1CCCCC1	0.92
O=C(CC1CC1)N1CC(=O)N2[C@H](CO)[C@@H](c3ccc(C#Cc4ccccc4)cc3)[C@H]2C1	-6.4*
C/C=C/c1ccccc1[C@@H]1[C@H](C#N)N(c2ncc(CC)s2)[C@H]1CO	-1.7
COCC(=O)N1[C@H](C#N)[C@@H](c2ccccc2C2=CCCC2)[C@@H]1CO	-0.16
CC(=O)N(C[C@H]1N[C@H](CO)[C@@H]1c1ccc(-c2ccccc2)cc1)C(C)C	4.2
N#C[C@H]1[C@H](c2ccc(C#CC3CC3)cc2)[C@H](CO)N1S(=O)(=O)c1ccccc1	1.6
CC(C)C#Cc1ccc([C@H]2[C@@H](CO)N3C(=O)CN(S(=O)(=O)c4ccccc4)C[C@@H]23)cc1	0.27

Quoted from the entries so far for reference:
SMILES	IDE exosite FP
O=C(C1CCCCC1)N1CC(=O)N2[C@@H](CO)[C@H](c3ccc(C#CCc4ccccc4)cc3)[C@@H]2C1	-1.4
O=C(C[C@@H]1CC[C@@H]2NC[C@@H](O)COC[C@H]2O1)NC1Cc2ccccc2C1	0.5
CC(C)CC#Cc1ccc([C@H]2[C@@H](CO)N3C(=O)CN(S(C)(=O)=O)C[C@@H]23)cc1	1.2
N#C[C@@H]1[C@H](c2ccccc2)[C@H](CO)N1C(=O)CCN1CCCCC1	0.92
O=C(CC1CC1)N1CC(=O)N2[C@H](CO)[C@@H](c3ccc(C#Cc4ccccc4)cc3)[C@H]2C1	-6.4*
C/C=C/c1ccccc1[C@@H]1[C@H](C#N)N(c2ncc(CC)s2)[C@H]1CO	-1.7
COCC(=O)N1[C@H](C#N)[C@@H](c2ccccc2C2=CCCC2)[C@@H]1CO	-0.16

Continued:
SMILES	IDE exosite FP
C/C=C/c1ccc([C@@H]2[C@H](CO)N3CCCCN(S(=O)(=O)c4ccc(OC)cc4)C[C@@H]23)cc1	1.5
CN1CCCCN2[C@H](CO)[C@H](c3ccc(Br)cc3)[C@@H]2C1	1.1
N#C[C@H]1[C@H](c2ccc(C3=CCCCC3)cc2)[C@@H](CO)N1C(=O)c1cccc(F)c1	4.2
O=C(C[C@H]1C=C[C@H](NC(=O)Cc2cccnc2)[C@H](CO)O1)NCc1ccc2c(c1)OCO2	0.99
CCCNC(=O)N1[C@H](C#N)[C@@H](c2ccccc2-c2ccc(OC)cc2)[C@@H]1CO	-1
C[C@@H]1CN([C@H](C)CO)C(=O)c2c(c3ccccc3n2C)-c2ccccc2CO[C@H]1CN(C)C(=O)Nc1ccccc1C(F)(F)F	0.17
N#Cc1cccc(-c2ccc([C@@H]3[C@@H](CO)N4CCCCN(C(=O)Nc5cccc(F)c5)C[C@@H]34)cc2)c1	2.2
C[C@@H]1CN([C@@H](C)CO)C(=O)c2cc(C#Cc3ccccc3)cnc2O[C@@H]1CN(C)C(=O)c1ccccc1	-4*
CCOC(=O)c1cc2c(c(-c3cccc(-c4cccc(F)c4)c3)n1)[C@H](CCO)N(S(=O)C(C)(C)C)C2 (some centres not stated)	-0.25
CC(C)CC#Cc1ccc([C@H]2[C@H]3CN(S(C)(=O)=O)CC(=O)N3[C@H]2CO)cc1	1.7

Single entries from the results shown:
C[C@@H]1CN([C@H](C)CO)C(=O)c2c(c3ccccc3n2C)-c2ccccc2CO[C@H]1CN(C)C(=O)Nc1ccccc1C(F)(F)F @ IDE exosite FP = 0.17
CO[C@H]1CN(C)C(=O)c2cc(NS(C)(=O)=O)ccc2OC[C@H](C)N(Cc2cncnc2)C[C@H]1C @ IDE exosite FP = 1.7
CCc1cnc(N2[C@H](CO)[C@H](c3ccc(C4=CCCCC4)cc3)[C@@H]2C#N)s1 @ IDE exosite FP = -0.59

Following part
SMILES	IDE exosite FP
N#C[C@H]1[C@H](c2ccccc2-c2cccc(F)c2)[C@@H](CO)N1C(=O)CN1CCOCC1	1.7
CO[C@@H](CN(C)CC1CCOCC1)[C@H](C)CN(C(=O)Nc1ccc(F)cc1)[C@@H](C)CO	1.5
O=C(C1CCC1)N1CC(=O)N2[C@H](CO)[C@@H](c3ccc(-c4cccnc4)cc3)[C@@H]2C1	-1.9
O=S(=O)(Cc1ccccc1)N1CCCCN2[C@H](C1)[C@@H](c1ccc(-c3cncnc3)cc1)[C@@H]2CO	1.5
CN(C[C@H]1[C@H](c2ccccc2)[C@@H](CO)N1C(=O)c1ccccc1)C(=O)C1CC1	-0.24
COCC(=O)Nc1ccc2c(c1)[C@H]1C[C@@H](CC(=O)N3CCOCC3)O[C@H](CO)[C@H]1O2	0.39
CCC(=O)N1CC(=O)N2[C@H](CO)[C@@H](c3ccc(C#CC4CCCC4)cc3)[C@H]2C1	2.2
CCS(=O)(=O)N1CCCCN2[C@H](CO)[C@H](c3ccc(-c4ccccc4F)cc3)[C@H]2C1	-2.2
CNC[C@@H]1Oc2ccc(NS(=O)(=O)c3ccc(OC)cc3)cc2C(=O)N([C@H](C)CO)C[C@@H]1C	0.83
O=C(C1CCCCC1)N1[C@H](CO)[C@@H]2c3ccccc3NC[C@@H]21	1.3

Next section; the last three above are carried over.
SMILES	IDE exosite FP
CCS(=O)(=O)N1CCCCN2[C@H](CO)[C@H](c3ccc(-c4ccccc4F)cc3)[C@H]2C1	-2.2
CNC[C@@H]1Oc2ccc(NS(=O)(=O)c3ccc(OC)cc3)cc2C(=O)N([C@H](C)CO)C[C@@H]1C	0.83
O=C(C1CCCCC1)N1[C@H](CO)[C@@H]2c3ccccc3NC[C@@H]21	1.3
O=C(Nc1ccc(C(F)(F)F)cc1)N[C@H]1C=C[C@@H](CC(=O)N2CCCCC2)O[C@@H]1CO	-0.054
OC[C@H]1[C@H](c2ccc(-c3cccnc3)cc2)[C@@H]2CN(CC3CC3)CCCCN12	1.8
CCN(C[C@@H]1N[C@H](CO)[C@H]1c1ccc(-c2ccc(F)cc2)cc1)C(=O)COC	1.8
CC(=O)NC[C@H]1[C@@H](c2ccccc2)[C@H](CO)N1C(=O)Cc1cccnc1	4.3
C[C@@H]1CCCCO[C@H](CN(C)CC2CCCCC2)[C@H](C)CN([C@@H](C)CO)C(=O)c2cc(NS(C)(=O)=O)ccc2O1	1.8
C/C=C/c1ccc([C@H]2[C@@H](CO)N[C@@H]2CNC(=O)Cc2ccccc2)cc1	0.74
COc1ccccc1-c1ccc([C@H]2[C@@H](C#N)N(C(=O)C3CC3)[C@H]2CO)cc1	-5.3*
N#C[C@@H]1[C@@H](c2ccc(-c3ccccc3)cc2)[C@@H](CO)N1C(=O)Cc1ccncc1	-4*
O=C(C1CCOCC1)N1C[C@H]2[C@@H](c3ccccc31)[C@H](CO)N2C(=O)Cc1ccccn1	2
CO[C@@H]1CN(C)C(=O)c2cc(NC(=O)C3CCCCC3)ccc2OC[C@H](C)N(C(=O)c2ccccc2)C[C@H]1C	1.2
COc1ccc2c3c(n(C)c2c1)[C@@H](CO)N(C(C)=O)CC31CN(S(=O)(=O)c2ccccc2)C1	0.43
CN(C)CC#Cc1ccc([C@H]2[C@@H](CO)N3C(=O)CN(C(=O)Cc4ccccc4)C[C@@H]23)cc1	-1.5
O=C(O)C[C@H]1C=C[C@H](NC(=O)Nc2cc(F)ccc2F)[C@@H](CO)O1	-0.44
COCCNC[C@H]1[C@H](c2ccccc2)[C@H](CO)N1c1nc(C)c(C)s1	-2
N#Cc1cccc(-c2ccc(C3[C@@H]4CN(S(=O)(=O)c5ccccc5)C[C@H]3N4)cc2)c1 (some centres not stated)	0.84&-0.39
Cc1ccc(-c2ccc([C@H]3[C@H]4CN(S(=O)(=O)c5ccccc5C)CCCCN4[C@H]3CO)cc2)cc1	2.8
O=C(c1ccncc1)N1CC(=O)N2[C@H](CO)[C@@H](c3ccc(-c4ccccc4)cc3)[C@H]2C1	2.8
COc1ccc(NC(=O)N2CC(=O)N3[C@H](C2)[C@H](c2ccc(-c4ccc(C)cc4)cc2)[C@@H]3CO)cc1	-0.52
COc1ccc2c3c([nH]c2c1)[C@@H](CO)N(Cc1ccccc1OC)CC31CN(C(C)=O)C1	-2.8
O=C1CN(S(=O)(=O)Cc2ccccc2)C[C@@H]2[C@@H](c3ccc(C#Cc4ccccc4)cc3)[C@H](CO)N12	-0.81
CN(C[C@H]1N[C@@H](CO)[C@@H]1c1ccc(C2=CCCC2)cc1)C(=O)c1ccncc1	3.6
COCC#Cc1ccc([C@@H]2[C@@H](CO)N3C(=O)CN(C(=O)C4CCCCC4)C[C@@H]23)cc1	1.2
O=C(CN1CCOCC1)N1CCCCN2[C@H](CO)[C@@H](c3ccc(-c4ccccc4F)cc3)[C@H]2C1	1.6
CO[C@H]1CN(C)C(=O)c2ccc(NC(=O)Nc3c(C)noc3C)cc2OC[C@H](C)N(CCC(F)(F)F)C[C@@H]1C	-0.37
CN1C(=O)c2cc(NC(=O)c3ccc4c(c3)OCO4)ccc2OC[C@H]2O[C@@H](CC(=O)O)CC[C@@H]21	-1.9

Screening results deposited in PubChem by Broad Institute.

This is a subset; the hit share may differ from the screen's.
